Insulin prom inh: TRM-6 insulin promoter activity inhibition. TRM-6 cells (human fetal islet line), insulin promoter-eGFP reporter, imaging; reporter expression induced with tamoxifen. inhibition, % at 2 µM. hit rate 0.9% among 130,000. AID 1273;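 active = inhibition above the mean plus 3 SD, with well images judged a real hit on visual review, cut at about 60% in these data, passing the limit was not always enough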
sdo1 growth: sdo1-depleted yeast growth rescue; z-score at 10 µM; S. cerevisiae sdo1-depleted JHY4D growth rescue, OD600 30 h; stronger effect = higher value; pdr5 snq2 efflux-pump mutant strain; hit rate 0.21% among 140,000;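 active = z-score above 3 at both the 24 hr and the 30 hr optical density reads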;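 note: z-score against mean and SD of all compound wells on the same plate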
sdo1 growth Rescue 24 h: also measured in sdo1 growth; calls as there; z-score; S. cerevisiae sdo1-depleted JHY4D growth rescue, OD600; measured here: growth rescue at 24 h;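 0 is the plate mean of compound wells and units are plate SD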
The depositor's hits bear a star; . = no result given; [ ] = remark or other dose.

Every second line gives: sdo1 growth Rescue 24 h | sdo1 growth | Insulin prom inh
1	CCOC(=O)Cn1c(=O)oc2cc(S(=O)(=O)N(C)Cc3ccco3)ccc21
 : 0.6 | 0.74 | .
2	CCOC(=O)Cc1csc(N/N=C\c2cccc(Br)c2)n1
 : -0.2 | -0.84 | 31
3	CCOC(=O)N1CCC(N2Cc3cccc(C(=O)Nc4ccc(F)cc4)c3C2=O)CC1
 : -1.4 | -1.3 | -20
4	CNc1nc(SC(C)C(=O)Nc2ccc(Cl)c(Cl)c2)nc(N2CCOCC2)n1 (configuration not stated)
 : . | . | 21
5	CCCOC(=O)C(C)n1c(-c2ccccc2)nc2ccccc2c1=O (configuration not stated)
 : -0.72 | -0.88 | 25
6	COC(=O)c1ccc(CSc2nnc(CNC(=O)COc3ccc(Cl)cc3)o2)o1
 : -1 | -0.21 | -7
7	CC1(C)CC(=O)C2=C(C1)N(CC1CCCO1)C(=O)C2(NC(=O)c1cccnc1)C(F)(F)F (configuration not stated)
 : 0.75 | 0.63 | .
8	CN1CCN(S(=O)(=O)c2ccc3c(c2)OCCO3)CC1
 : -0.32 | 0.29 | -25
9	CCOc1ccc(OCc2ccc(C(=O)O)o2)cc1
 : 1.6 | 1.8 | .
10	CCOc1ncccc1C(=O)N(C)CC1COc2ccccc2O1 (configuration not stated)
 : 2.9 | 1.6 | -8
11	CC(=O)Nc1ccc(NC(=O)COC(=O)c2c3c(nc4ccccc24)CCN(Cc2ccccc2)C3)cc1
 : 1.3 | 1.7 | .
12	COc1ccc(N(C(=O)C(C)C)S(=O)(=O)c2cccc([N+](=O)[O-])c2)cc1
 : . | . | -129
13	CCOc1ccc(-c2cn(-c3cccc(SC)c3)c(=O)[nH]2)cc1
 : 0.05 | -0.15 | 26
14	COc1ccc(OC)c(C(=O)CSc2nnc(-c3cccs3)n2C)c1
 : 0.35 | 0.22 | 24
15	COc1ccc(S(=O)(=O)NC2(C(F)(F)F)N=C3SCCN3C2=O)cc1 (configuration not stated)
 : -0.63 | -0.02 | 50
16	CCCS(=O)(=O)N1CCC(C(=O)NCCN2CCC(Cc3ccccc3)CC2)CC1
 : 2 | 1.6 | .
17	Cn1nc(OC(=O)Nc2ccc(F)cc2)cc1C(F)(F)F
 : 0.35 | 0.6 | .
18	Cc1cc(C)c(NC(=O)Cn2nnc(C(=O)NCc3cccs3)c2N)c(C)c1
 : 1.5 | 0.56 | -52
19	COC(=O)CCC(=O)Nc1cccc([N+](=O)[O-])c1
 : . | . | 18
20	Cc1ccc(CS/C(Nc2ccccc2C)=C(\C#N)C(=O)NCc2ccco2)c(C)c1
 : 0.85 | 0.12 | 14
21	COc1ccc(C2OCC3(CO2)SC(=O)NC3=O)cc1 (configuration not stated)
 : 0.6 | 0.79 | 73*
22	COc1ccc(N=Cc2sc3ccccc3c2Cl)cc1
 : 0.28 | 0.75 | .
23	CCOc1ccc(N2C(=O)CC(Sc3ncccn3)C2=O)cc1 (configuration not stated)
 : -1.1 | -0.23 | -11
24	CNc1c([N+](=O)[O-])cnn1-c1cccc(Cl)n1
 : . | . | 3
25	CC1CCCN(C(=O)c2ccc(COc3ccccc3Br)cc2)C1 (configuration not stated)
 : -0.84 | -1.1 | 1
26	COCCNc1nc(C)c(C(C)=O)s1
 : . | . | 0
27	O=C(NCc1ccco1)C1CCN(S(=O)(=O)Cc2ccccc2)CC1
 : -0.62 | -0.48 | -356
28	COCCSc1ccccc1C(=O)Nc1ccc2c(c1)OCCO2
 : 1.2 | 0.41 | -143
29	COc1ccc(S(=O)(=O)N(C)CC(=O)N2CCCCCC2)cc1OC
 : -0.6 | -0.19 | 34
30	CCCC1CCc2c(sc(NC(=O)OCC)c2C#N)C1 (configuration not stated)
 : 0.66 | 0.33 | -169
31	O=C(Cn1c(=O)oc2cc(S(=O)(=O)N3CCCCC3)ccc21)N1CCc2ccccc21
 : -0.7 | -1.2 | .
32	CC(C)(C)C(=O)Nc1ccc(C(=O)N/N=C/C2CC3C=CC2C3)cc1 (configuration not stated)
 : 0.65 | 0.84 | 8
33	Cc1ccc(Cn2nnc3c(=O)[nH]c(C4CCN(C(=O)c5cccs5)CC4)nc32)cc1
 : -0.28 | 0.07 | 14
34	S=C(c1ccc(-c2ccc(Cl)cc2)o1)N1CCCCC1
 : -0.81 | -1.7 | -7
35	CCCOc1ccc(OCCNC2CCCC2)cc1
 : -0.21 | -0.13 | .
36	COc1cccc(C(=O)NCC(c2cccnc2)N2CCN(c3ccccc3OC)CC2)c1 (configuration not stated)
 : -0.21 | 0.17 | .
37	Cc1ccc(S(=O)(=O)N(Cc2ccccc2)c2ccccc2C(=O)NCc2cccnc2)cc1
 : -0.34 | -0.53 | -13
38	CCOC(=O)N=Nc1c(O)n(CC)c2ccccc12
 : -0.75 | 0.14 | 33
39	CSCCC(NC(=O)COc1ccccc1)C(=O)N1CCN(c2ccccc2F)CC1 (configuration not stated)
 : -1.2 | -0.31 | -37
40	NC(=O)C1CCN(C(=O)c2ccc3c(=O)n(Cc4ccco4)c(SCC(=O)c4ccc(F)cc4)nc3c2)CC1
 : . | . | 10
41	Cc1cn(C2OC(COC(=O)c3ccccc3)C(O)C2O)c(=O)[nH]c1=O (configuration not stated)
 : 0.4 | 0.22 | .
42	CC(C)CC(NC(=O)c1ccccc1)C(=O)N/N=C/c1ccco1 (configuration not stated)
 : -0.09 | 0 | -7
43	O=C(O)CSc1ncn[nH]1
 : 1.3 | 0.66 | 77*
44	O=C(NC1CC1)C1C2C3C4CC5C3C5C4C12 (configuration not stated)
 : 0.32 | 0.77 | .
45	O=C(NCCc1c[nH]c2ccccc12)c1cccc(S(=O)(=O)Nc2ccccc2Cl)c1
 : 1.7 | 1.7 | .
46	CCOc1ccc(-n2c(=O)c3sccc3n(CC(=O)NCc3ccco3)c2=O)cc1
 : -0.14 | 0.89 | .
47	CC1(C)CC(=O)c2sc(NS(=O)(=O)Cc3ccccc3)nc2C1
 : 3.1 | 2.5 | -3
48	O=C(CSc1ccccc1)Nc1ccc(S(=O)(=O)Nc2ncccn2)cc1
 : . | . | -50
49	CCN(CC)CCN1C(=O)C(=O)/C(=C(/O)c2ccc(OC(C)C)cc2)C1c1ccncc1 (configuration not stated)
 : 0.85 | 1.1 | -3
50	CCOC(=O)C1CCN(C(=O)Nc2ccc3nc(-c4ccco4)c(-c4ccco4)nc3c2)CC1
 : 0.24 | 0.36 | 68
51	Cc1ccc(N2C(=O)N(CC(=O)C(C)(C)C)c3ccccc3S2(=O)=O)cc1
 : . | . | 64
52	CCOC(=O)c1cc(CC)sc1NC(=O)CC1Sc2ccc(C(F)(F)F)cc2NC1=O (configuration not stated)
 : 0.85 | 0.95 | -11
53	Cc1ccc(C)c(S(=O)(=O)N2CCCOC2CNC(=O)C(=O)NCCC2=CCCCC2)c1 (configuration not stated)
 : -1.4 | -1.1 | -6
54	COc1ccc(CCNc2ncnc3c2oc2ccccc23)cc1OC
 : 0.36 | -0.01 | -39
55	COc1ccc(NS(=O)(=O)c2cc(NC(=O)c3ccco3)ccc2N2CCCCC2)cc1
 : 1.2 | 0.06 | -63
56	CCCn1c(=O)c(C(=O)NCc2ccco2)c(O)c2ccccc21
 : . | . | 21
57	O=C(c1cc(-c2ccco2)on1)N1CCCc2ccccc21
 : 0.41 | 1.1 | .
58	CCCCCCCCNC(=O)c1cnsn1
 : 0.66 | 1.3 | .
59	Cc1noc(C)c1COC(=O)/C=C/c1ccccc1Cl
 : . | . | -25
60	Cc1ccccc1OCC(=O)N/N=C/c1ccc(Sc2nc3ccccc3s2)o1
 : -1.5 | -1.4 | 27

Structures shown so far that contain a tert-butyl group, in the order listed:
Every second line gives: sdo1 growth Rescue 24 h | sdo1 growth | Insulin prom inh
32	CC(C)(C)C(=O)Nc1ccc(C(=O)N/N=C/C2CC3C=CC2C3)cc1 (configuration not stated)
 : 0.65 | 0.84 | 8
51	Cc1ccc(N2C(=O)N(CC(=O)C(C)(C)C)c3ccccc3S2(=O)=O)cc1
 : . | . | 64

Next part.
Every second line gives: sdo1 growth Rescue 24 h | sdo1 growth | Insulin prom inh
61	CC1(C)C2CCC1(CS(=O)(=O)N1CCOCC1)C(=O)C2 (configuration not stated)
 : 0.54 | 1.2 | -28
62	O=C(c1ccc(Cn2cc(Br)cn2)cc1)N1N=C(C(F)F)CC1(O)C(F)F (configuration not stated)
 : 1.6 | 2.2 | -13
63	Cc1ccc(C)c(N2CCN(C(=O)Cn3cccc3)CC2)c1
 : -0.73 | -0.27 | .
64	CC1CN(C(c2cccs2)c2sc3ncnn3c2O)CC(C)O1 (configuration not stated)
 : -0.46 | 0.32 | .
65	CCOC(=O)c1ccc(N2CN(C3CCCCC3)CNC2=S)cc1
 : -0.1 | 0.18 | 21
66	Cc1ccc2c(c1)[nH]c1c(=O)n(Cc3ccccn3)cnc12
 : -0.61 | -0.18 | -19
67	CCc1ccc(CSc2nccn2-c2ccccc2)cc1
 : -0.46 | -0.22 | 20
68	O=C(c1cc2ccccc2oc1=O)N(Cc1cccs1)C1CCS(=O)(=O)C1 (configuration not stated)
 : -0.82 | -0.13 | -179
69	CCC1CCCCN1CC(O)Cn1c2ccccc2n2c(=O)cc(C)c(C#N)c12 (configuration not stated)
 : 0.79 | 0.39 | .
70	COc1ccc(C(=O)Nc2nc(N)n(-c3ccccc3)n2)cc1OC
 : 0.3 | 1.4 | .
71	Cc1ccc(OC(=O)C(C)c2cccc(C(=O)c3ccccc3)c2)cc1 (configuration not stated)
 : -1.3 | -0.62 | .
72	O=C(Cc1cc(=O)[nH]c(=O)[nH]1)NCCN1CCOCC1
 : -0.47 | -0.16 | .
73	O=C(O)COCCN1CCN(C(c2ccccc2)c2ccc(Cl)cc2)CC1 (configuration not stated)
 : -0.54 | -0.28 | 31
74	COC(=O)C(C(=O)OC)c1ncc(C(F)(F)F)cc1Cl
 : . | . | 38
75	CCOC(=O)C(NCCCCl)c1ccccc1 (configuration not stated)
 : 0.18 | 0.09 | -4
76	CC(C)(C)n1nnnc1C(c1ccc(Cl)cc1)N1CCCc2ccccc21 (configuration not stated)
 : 0.12 | -1 | 8
77	CCNc1ccc2noc3c2c1C(=O)c1ccccc1-3
 : 1.1 | -0.58 | -371
78	COc1ccc(-c2ccc(=O)n(CC(=O)Nc3nnc(C(C)C)s3)n2)cc1OC
 : 0.33 | 0.3 | 31
79	CN1CCN(S(=O)(=O)c2ccc(SCCOc3ccccc3)nc2)CC1
 : -2.2 | -2.3 | -23
80	COCCNC(=O)CSc1nc2ccc(N3CCOCC3)cc2c(=O)n1CCc1ccccc1
 : -0.2 | -0.47 | .
81	CCOC(=O)c1cn(CC)c2ccc(S(=O)(=O)N3CCC(C)CC3)cc2c1=O
 : 0.33 | 0.42[10.8 µM] | -33
82	CCNc1nc(C)nc2c1oc1ccccc12
 : -0.57 | 0.12 | .
83	O=C(Oc1c(Cl)cc(Cl)c2cccnc12)N1CCOCC1
 : -0.02 | -0.01 | 8
84	CSc1cccc(NC(=O)/C=C/c2ccccc2)c1
 : -1.4 | -1.3 | -28
85	Cn1cc(CCC(=O)N2CCCC(C(=O)c3cccc4ccccc34)C2)cn1 (configuration not stated)
 : . | . | -39
86	CCCN1CCC(N(C)CCc2ccc(OC)c(OC)c2)CC1
 : 0.31 | 0.16 | -127
87	CCOc1ccc(NC(=O)C2CCN(c3nnnn3-c3ccccc3)CC2)cc1
 : -0.4 | -1.1 | 59
88	Cc1ccc(C)c(NC(=S)NC23CN4CN(CN(C4)C2)C3)c1
 : . | . | -38
89	Clc1ccc(-c2cnc3n2CCC3)cc1
 : 0.71 | 1.2 | 35
90	Nn1c(SCC(=O)NCc2ccccc2)nncc1=O
 : -0.93 | 0.51 | 19

Insulin prom inh: what is marked active above
Every second line gives: sdo1 growth Rescue 24 h | sdo1 growth | Insulin prom inh
21	COc1ccc(C2OCC3(CO2)SC(=O)NC3=O)cc1 (configuration not stated)
 : 0.6 | 0.79 | 73*
43	O=C(O)CSc1ncn[nH]1
 : 1.3 | 0.66 | 77*

Taken from above.
CC1(C)C2CCC1(CS(=O)(=O)N1CCOCC1)C(=O)C2 (configuration not stated) @ sdo1 growth: 1.2
CCNc1ccc2noc3c2c1C(=O)c1ccccc1-3 @ sdo1 growth Rescue 24 h: 1.1

The listing continues:
Every second line gives: sdo1 growth Rescue 24 h | sdo1 growth | Insulin prom inh
91	COc1cccc(NC(=O)CN2CCN(c3nc(-c4cccc(OC)c4)cs3)CC2)c1
 : -0.01 | -0.12 | 0
92	CCOC(=O)Cc1c(C)nc2c(-c3ccccc3)c(-c3ccccc3)[nH]n2c1=O
 : 0.2 | -0.26 | 8
93	CN(C)S(=O)(=O)Oc1cccc(C(=O)Nc2ccc(Cl)cc2)c1
 : -1.9 | -1.6 | -40
94	COc1ccccc1NC(=O)C(=O)NCc1ccccc1Cl
 : -1 | -0.55 | 20
95	Cc1nn(Cc2ccccc2)c(C)c1NC(=O)CSc1nc2sc3c(c2c(=O)n1C)CCC3
 : . | . | 20
96	COC(=O)c1sc2nc(C)cc(C)c2c1N
 : . | . | 35
97	Nc1cc(=O)[nH]c(=O)n1CC1CC1
 : 1.4 | 0.67 | 27
98	O=C(Nc1cc(Cl)cc(Cl)c1)C(NCCO)c1ccccc1 (configuration not stated)
 : -0.6 | 0.17 | 60
99	COc1ccccc1C(=O)Oc1cc(N)n(S(=O)(=O)c2ccc(C)cc2)n1
 : 0.69 | 0.82 | 79*
100	Cc1cccc(NC2SC(=O)N(CC(=O)O)C2=O)c1 (configuration not stated)
 : -1.2 | -0.21 | -62
101	Cc1ccc2cccc(N)c2n1
 : . | . | -80
102	COC(=O)[C@H](CCSC)NC(=O)Nc1ccc(C)cc1
 : -1.4 | -0.29 | .

2 of these compounds in a different format.
98. O=C(Nc1cc(Cl)cc(Cl)c1)C(NCCO)c1ccccc1 (configuration not stated)
  sdo1 growth Rescue 24 h = -0.6
  sdo1 growth = 0.17
  Insulin prom inh = 60

99. COc1ccccc1C(=O)Oc1cc(N)n(S(=O)(=O)c2ccc(C)cc2)n1
  sdo1 growth Rescue 24 h = 0.69
  sdo1 growth = 0.82
  Insulin prom inh = 79*

High-throughput results from PubChem.
